Screening results from PubChem.
Abeta rescue: A-beta toxicity reversal in yeast | AID 1347071 | actives 0.063% (n = 410,000) | yeast expressing A-beta42, growth rescue, OD600, 48 h; response scale: 0% DMSO, 100% iron-clioquinol control | Potency, µM (series often up to 46.1 µM), without a hit: at the highest dose growth rescue, most hits filed as activators; note: potency is the fitted concentration of half-maximal effect; nearly all actives have a fitted effect of over 55% in size
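Yeast growth medium received pinned compounds, then yeast cells expressing toxic A-beta were added; plates incubated at 30 C for 48 hr. Growth read as absorbance at 600 nm, normalized to DMSO and equimolar FeCl3 plus clioquinol controls.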
Akt phos inh: blocks phosphorylation of Akt; activity change, % for hits at 50 µM; actives 0.32% (n = 360,000); AID 651550; Neuro2A IGF-stimulated pAkt S473 HTRF, 20 min; stronger effect = lower value; in the data active = activity change below about -80%; inconclusive = mostly about -51% to -80%; note: % is set by controls: 0 for no effect and ±100 for the full control effect
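Neuro2A cells (4,500/well, DMEM with 0.5% FBS) were treated with compound at a single 50 µM final concentration, stimulated with 6 nM IGF for 20 min at 37 °C, and lysed. Phospho-Akt Ser473 was read by HTRF as 665/615 ratio ×10^4.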
aSyn rescue: alpha-synuclein toxicity inhibition in yeast | Yeast expressing alpha-synuclein, growth rescue, BacTiter-Glo, 24 h | Potency, µM (series often up to 46.1 µM), for inactives: at the top dose growth rescue (activation), usual class: activators | actives 0.14% (n = 370,000); note: potency is the fitted concentration of half-maximal effect; % of control where 0% means no effect; nearly all actives have a fitted effect of over 65% in size
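Galactose-induced alpha-syn yeast (OD600=0.02, raffinose-pregrown) + pinned cpd, 24 hr, 30 deg C; growth by BacTiter-Glo luminescence. Growth restoration scores as activation.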
FUS yeast rescue: suppressors of FUS proteinopathy in yeast; actives 0.24% (n = 390,000); Potency, µM (top dose mostly 76.6 µM), for the others: at the top dose growth rescue (activation), actives largely listed as activators; S. cerevisiae FUS-expressing, growth rescue, OD600, 24 h; AID 1347120;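 note: potency is the fitted concentration of half-maximal effect; plate controls were DMSO vehicle for no effect and reference control for full effect; nearly all actives have a fitted effect of over 55% in size; some results filed as inactive show a strong effect at the top dose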
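Absorbance at 600 nm, taken 24hr after compound addition, measured rescue of FUS-yeast growth at 30C. Induction used 2% galactose with seeding at OD 0.005. Controls: CP55940 from 92uM final, DMSO only.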
GLP-1R inv ag: acts as inverse agonist at human GLP-1 receptor; Potency, µM (doses to about 38.3 µM), for the others: top-dose activity change, negative = inhibition, most hits filed as inhibitors; actives 1.6% (n = 410,000); P43220; HEK293 GLP-1R CRE-luciferase, luminescence, 24 h; GLP-1R form is constitutively active; note: potency is the fitted concentration of half-maximal effect; % is set by controls: 0 for no effect and ±100 for the full control effect; nearly all actives have a fitted effect of over 55% in size
Target sequence (P43220 whole entry, looked up): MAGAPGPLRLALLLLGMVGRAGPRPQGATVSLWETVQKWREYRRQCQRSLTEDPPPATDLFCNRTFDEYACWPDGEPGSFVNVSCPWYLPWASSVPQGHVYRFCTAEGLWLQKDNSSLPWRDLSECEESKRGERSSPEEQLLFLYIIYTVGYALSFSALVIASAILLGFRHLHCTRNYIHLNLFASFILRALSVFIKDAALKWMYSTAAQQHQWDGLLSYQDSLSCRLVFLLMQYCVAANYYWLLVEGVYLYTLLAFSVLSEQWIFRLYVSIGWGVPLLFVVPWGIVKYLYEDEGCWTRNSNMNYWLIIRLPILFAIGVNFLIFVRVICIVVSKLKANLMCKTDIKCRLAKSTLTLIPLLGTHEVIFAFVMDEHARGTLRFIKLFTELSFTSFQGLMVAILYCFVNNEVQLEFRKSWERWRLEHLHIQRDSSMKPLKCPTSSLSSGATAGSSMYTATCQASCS
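Cells are plated, allowed 12 hours at 37 deg C, then treated with compounds for 24 hr before luciferase detection reagent is added and luminescence is read after 12 min at room temperature. The HEK293 line carries constitutively active GLP-1R with a cAMP-responsive reporter.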
D3 antag: blocks the human D3 dopamine receptor; P35462; D3R cells, DiscoveRx beta-arrestin luminescence, antagonist mode; stronger effect = lower value; max response, negative = inhibition, %; actives 2.5% (n = 360,000); AID 652054; in the data active = max response below about -50%; inconclusive = no clear call, values can overlap the other calls; note: % is set by controls: 0 for no effect and ±100 for the full control effect; mostly tested at two doses, the higher about 12 µM
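Cells expressing the human receptor were seeded at 1500 cells/well, incubated overnight at 37 degrees C in 5% CO2, then exposed to library compounds with dopamine controls for 90 minutes at 37 degrees C before luminescent detection.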
PTHR1 ag: PTHR1 (human) receptor agonism; Q03431; HEK293 GP2 PTHR1 cells, GloSensor cAMP luminescence, 1 h; Potency, µM (doses to about 115 µM), without a hit: top-dose activation, actives largely listed as activators; actives 0.075% (n = 410,000); AID 743266; note: potency is the fitted concentration of half-maximal effect; nearly all actives have a fitted effect of over 55% in size; some results filed as inactive show a strong effect at the top dose; inactives centre near -15; many of its hits are not listed in these tables
Target sequence (Q03431 whole entry, looked up): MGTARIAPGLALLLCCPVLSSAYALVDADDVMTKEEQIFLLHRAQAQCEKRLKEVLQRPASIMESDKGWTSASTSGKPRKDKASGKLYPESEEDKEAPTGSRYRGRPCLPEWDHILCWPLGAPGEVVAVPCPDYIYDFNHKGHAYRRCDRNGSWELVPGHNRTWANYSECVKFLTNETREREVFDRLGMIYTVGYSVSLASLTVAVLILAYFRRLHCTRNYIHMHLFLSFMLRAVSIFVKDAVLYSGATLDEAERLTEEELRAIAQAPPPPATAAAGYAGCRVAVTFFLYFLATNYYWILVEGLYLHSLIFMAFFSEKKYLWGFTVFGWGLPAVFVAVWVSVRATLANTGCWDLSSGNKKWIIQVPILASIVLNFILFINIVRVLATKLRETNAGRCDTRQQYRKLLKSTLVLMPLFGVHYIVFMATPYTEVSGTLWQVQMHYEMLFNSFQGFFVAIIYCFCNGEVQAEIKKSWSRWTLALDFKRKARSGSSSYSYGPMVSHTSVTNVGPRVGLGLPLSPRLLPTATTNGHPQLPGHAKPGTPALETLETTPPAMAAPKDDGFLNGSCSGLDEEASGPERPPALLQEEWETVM
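HEK-293-derived GP2 cells expressing PTHR1 and a GloSensor cAMP reporter, 3,000/well, plated overnight, given luciferin plus IBMX (each 0.5 mM as added) for 1 h at 37 °C, then compound for 1 h at 37 °C. Luminescence was read after 15 min at room temperature.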
GLP1R ag: GLP-1 receptor (human) agonism; Potency, µM (top dose mostly 45.6 µM), inactives show at the top dose activation, hits mostly activators; HEK293 GLP-1R CRE-luciferase, luminescence, 4-6 h; cells express a hypersensitive GLP-1R form; AID 624172; P43220; actives 0.007% (n = 380,000); note: potency is the fitted concentration of half-maximal effect; % of control where 0% means no effect
TDP-43 yeast inh: rescues yeast growth from TDP-43 toxicity | TDP-43 expressing yeast growth rescue, BacTiter-Glo, 24 h | Potency, µM (doses to about 46.1 µM), for inactives: top-dose growth rescue (activation), most hits filed as activators | actives 1.8% (n = 410,000) | AID 652104; note: potency is the fitted concentration of half-maximal effect; % of control where 0% means no effect; nearly all actives have a fitted effect of over 50% in size
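Growth rescue of TDP-43-toxic yeast measured as ATP luminescence (BacTiter-Glo). Cells grown to mid-log in raffinose, induced in galactose at OD600=0.02, exposed to compound 24 hr at 30 deg C.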
Starred values were filed as active, the others as inactive; i = inactive; ? = inconclusive; · = not tested or not shown; [ ] = dose if it differs, or a comment. Unless noted, calls come from the whole dose curve; as a rule, active = well fitted curve in the direction sought with a large enough effect; inconclusive = small, poorly fitted or top-dose-only effect, or another doubt; inactive = no such curve, though single readings can be large; an effect the other way counts as inactive or inconclusive. The list is partial; the hit share may differ from the screen's.

SMILES	Abeta rescue	Akt phos inh	aSyn rescue	FUS yeast rescue	GLP-1R inv ag	D3 antag	PTHR1 ag	GLP1R ag	TDP-43 yeast inh
COC(=O)CCCC1=CC2=C(c3ccccc3)C(=O)C(C)(OC(=O)C3CCCC3)C(=O)C2=CN1CCN1CCOCC1 (configuration not stated)	-1%	i	-3%	4%	-1%	0	28%	10%	-8%
CC(=O)c1ccc(NC(=O)c2ccn[nH]2)cc1	-7%	i	-9%	10%	-24%	1	i	-1%	-18%
FC(F)(F)c1nnc2ccc(Sc3ccccn3)nn12	-4%	i	-2%	-24%	8%	?	i	1%	-16%
CCCCn1nnnc1SCC(=O)NCc1ccco1	9%	i	4%	-16%	-3%	3	-13%	-2%	5%
O=S(=O)(Cc1ccccc1)Nc1ccc(S(=O)(=O)N2CCCC2)cc1	2%	i	1%	-18%	-16%	-5	-9%	4%	0%
CCOC(=O)c1cccc(NC(=O)c2ccc3nc(CCc4ccccc4)oc3c2)c1	-13%	·	·	1%	8%	·	-57%[inhibitor]	·	0%
O=C(/C=C/c1ccco1)Oc1ccc(C(=S)N2CCOCC2)cc1	3%	i	2%	-16%	3%	-19	-20%	8%	-10%
CSc1nc(Cc2ccccc2)cc(=O)[nH]1	12%	i	1%	-36%	26%	8	-23%	1%	0%
CC(=O)Oc1ccc(/C=C(\NC(=O)c2ccco2)C(=O)NCc2ccco2)cc1	11%	i	0%	-15%	11%	4	9%	8%	3%
COc1ccc(NC(=O)c2ccc(NC(=O)CCS(=O)(=O)c3cccs3)cc2)cc1Cl	-15%	·	·	13%	?	·	-13%	·	1%
O=C(NN=Cc1ccccc1O)NN=Cc1ccccc1O	1%	i	2%	7%	-23%	2	-15%	12%	-5%
Cc1ccc(NC(=O)C2CCC(CNS(=O)(=O)c3csc(C(N)=O)c3)CC2)cc1Cl (configuration not stated)	-7%	·	·	9%	-1%	·	-29%	·	-2%
C[C@@H]1NS(=O)(=O)[C@H]2C[C@@H]3C=C[C@]2(O3)[C@H]1OC(=O)c1ccccc1Br	-6%	i	1%	-1%	4%	-23	i	0%	1%
N#Cc1ccc(NCC(=O)N2CCN(S(=O)(=O)c3ccccc3)CC2)cc1	-3%	i	6%	-13%	2%	1	-85%[inhibitor]	-3%	-3%
CN(C)C(CNC(=O)c1cc(Br)c(Br)s1)c1ccco1 (configuration not stated)	5%	i	9%	1%	?	?	-29%	8%	8%
CC(=O)Nn1c(C)nnc1-n1nc(C)cc1C	1%	i	1%	-3%	4%	-13	?	8%	-13%
COC(=O)CSc1nnc(-c2ccccc2O)n1-c1ccc(C)cc1	5%	i	-6%	21%	?	-9	i	-5%	20%
CC(OC(=O)c1cccs1)C(=O)NC1CCCCC1C (configuration not stated)	-4%	i	-2%	0%	-27%	-10	0%	6%	4%
Cc1ccc2c(c1)C(c1ccccc1)N(C(=O)c1cccc([N+](=O)[O-])c1)CC(=O)N2 (configuration not stated)	7%	i	9%	25%	?	5	-15%	19%	1%
CC(C)CN1CC(Br)C(=O)NC1=O (configuration not stated)	-4%	i	1%	-31%	12%	-11	-5%	3%	-9%

Given with two lines to a compound: entries from further up.
Below each SMILES – Abeta rescue | Akt phos inh | aSyn rescue | FUS yeast rescue | GLP-1R inv ag | D3 antag | PTHR1 ag | GLP1R ag | TDP-43 yeast inh
- CCOC(=O)c1cccc(NC(=O)c2ccc3nc(CCc4ccccc4)oc3c2)c1
 : -13% | · | · | 1% | 8% | · | -57%[inhibitor] | · | 0%
- O=C(/C=C/c1ccco1)Oc1ccc(C(=S)N2CCOCC2)cc1
 : 3% | i | 2% | -16% | 3% | -19 | -20% | 8% | -10%

Going on with the list.
SMILES	Abeta rescue	Akt phos inh	aSyn rescue	FUS yeast rescue	GLP-1R inv ag	D3 antag	PTHR1 ag	GLP1R ag	TDP-43 yeast inh
O=C(NNC(=O)c1cccs1)c1ccc(Cl)nc1	11%	i	3%	-5%	4%	24	i	-12%	14%
COc1ccccc1CCc1nnc(CCC(=O)NC(C)Cn2nc(C)cc2C)o1 (configuration not stated)	3%	i	-2%	6%	3%	9	-7%	-1%	-10%
COC(=O)CSc1cc(C(F)(F)F)nc(-c2ccccn2)n1	-2%	·	·	-12%	6%	10	i	-12%	-7%
Cc1ccc(NC(=O)CSc2ncn[nH]2)cc1C	2%	·	·	-3%	-11%	·	-11%	·	18%
COc1ccc(/C=C2\SC(=S)N(CCC(=O)NC3=NCCS3)C2=O)cc1OC	14%	i	14%	2%	33%[activator]	-2	i	2%	19%
O=C(C1CCCN(Cc2ccccc2[N+](=O)[O-])C1)N1CCCC1 (configuration not stated)	-12%	i	3%	13%	-5%	-19	-25%	0%	-15%
COc1cc(C(=O)NC(=S)Nc2ccccc2N2CCOCC2)cc(OC)c1OC	-4%	i	-13%	37%	?	35	-9%	3%	-24%
Cc1ccc(CNC(=O)CCS(=O)(=O)c2cc3c4c(c2)CCN4C(=O)CC3)cc1	-6%	·	·	6%	8%	·	i	·	17%
CC1CCN(C(=O)Cn2ncc3c4ccccc4n(Cc4ccc(Cl)cc4)c3c2=O)CC1	20%	·	·	-14%	-16%	·	-6%	·	5%[9.22 µM]
CC(C)CC(=O)Nc1ccc(-c2cn3cccnc3n2)cc1	-15%	i	-5%	-29%	10%	0	-9%	-5%	4%
S=c1nc[nH]c2c1cnn2-c1ccccc1	-4%	i	0%	-17%	11%	31	i	16%	26%
CC(=O)c1cc2c(cc1NC(=O)CN1CCN(c3cccc(C(F)(F)F)c3)CC1)OCO2	6%	i	-13%	-6%	5%	7	-21%	-7%	4%
CCc1nc2ccccc2n1CC(=O)N1CCN(S(=O)(=O)c2cccc(C(F)(F)F)c2)CC1	-3%	·	·	-1%	0%	5	i	0%	3%
CC(OC(=O)Cc1c[nH]c2ccccc12)C(=O)NC1(C#N)CCCCC1 (configuration not stated)	15%	i	-6%	12%	-8%	-5	-4%	-3%	2%
CCCn1c(-c2ccc(OC)cc2)nc2c(=O)n(C)c(=O)[nH]c21	-3%	i	6%	·	0%	30	-30%	-7%	-7%
CN1C(=O)c2ccccc2Sc2ccc(NC(=O)N3CCN(c4cccc(Cl)c4)CC3)cc21	-19%	·	·	31%	?	·	-44%[inhibitor]	·	3%
CCOc1ccc2nc(NCCNC(=O)C(C)(C)C)c(C)cc2c1	-23%	i	0%	4%	17%	13	-2%	8%	-4%
COC(=O)c1sccc1NC(=O)Nc1cccc([N+](=O)[O-])c1	7%	i	1%	15%	38%[activator]	2	-4%	4%	0%
C=C1CCN([C@H](C(=O)NCc2ccco2)C(C)C)S(=O)(=O)c2ccccc21	-14%	i	8%	-22%	3%	-18	-15%	-2%	-5%
Cc1ccc(NS(=O)(=O)c2cc(NC(=O)c3ccc4c(c3)NC(=O)CS4)ccc2Cl)c(C)c1	16%	i	4%	44%	2.5µM*	-18	-90%[inhibitor]	-3%	-81%[inhibitor]

Just Abeta rescue, aSyn rescue and PTHR1 ag, for some of the entries so far:
| smiles | Abeta rescue | aSyn rescue | PTHR1 ag |
| --- | --- | --- | --- |
| CSc1nc(Cc2ccccc2)cc(=O)[nH]1 | 12% | 1% | -23% |
| CCCCn1nnnc1SCC(=O)NCc1ccco1 | 9% | 4% | -13% |
| Cc1ccc(CNC(=O)CCS(=O)(=O)c2cc3c4c(c2)CCN4C(=O)CC3)cc1 | -6% | · | i |
| O=S(=O)(Cc1ccccc1)Nc1ccc(S(=O)(=O)N2CCCC2)cc1 | 2% | 1% | -9% |
| Cc1ccc(NC(=O)C2CCC(CNS(=O)(=O)c3csc(C(N)=O)c3)CC2)cc1Cl (configuration not stated) | -7% | · | -29% |
| COc1ccc(/C=C2\SC(=S)N(CCC(=O)NC3=NCCS3)C2=O)cc1OC | 14% | 14% | i |
| Cc1ccc(NS(=O)(=O)c2cc(NC(=O)c3ccc4c(c3)NC(=O)CS4)ccc2Cl)c(C)c1 | 16% | 4% | -90%[inhibitor] |

More compounds follow.
SMILES	Abeta rescue	Akt phos inh	aSyn rescue	FUS yeast rescue	GLP-1R inv ag	D3 antag	PTHR1 ag	GLP1R ag	TDP-43 yeast inh
O=C(COc1cccnc1[N+](=O)[O-])Nc1ncc(Cl)cc1Cl	2%	i	-2%	37%	21%	-12	0%	7%	-3%
Cc1cccc(NC(=O)c2ccccc2Br)n1	-6%	i	-10%	-6%	14%	-29	i	0%	0%
COC(=O)[C@@]12C[C@@H](CC(=O)N3CCCC3)C(=O)N(Cc3cccc4ccccc34)C1=CCC(C)(C)C2	-1%	i	-1%	?	?	7	-35%[inhibitor]	·	22%
CCCC/C=C/[C@H](c1ccccc1)[C@H](CO)Cc1cccnc1	8%	i	6%	-5%	?	3	-22%	13%	0%
COc1cc([N+](=O)[O-])ccc1NC(=O)COC(=O)c1c[nH]c(=O)[nH]c1=O	2%	i	-1%	4%	-6%	6	i	-9%	?
COc1ccc2c(c1)nc(CN1CCN(CCO)CC1)n2C	-12%	i	0%	-13%	14%	-11	-93%[inhibitor]	-2%	-1%
